Mcl1 Noxa PPI: disrupts binding of human Mcl-1 to Noxa peptide; Q07820; TR-FRET Mcl-1/Noxa peptide binding, 2 h; inhibition, % at 21.7 µM; 1.5% of 220,000 active; AID 1022;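 active = compounds that cut the protein-peptide binding signal by more than 50% relative to plate controls in a single-dose test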;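 also: His-tagged Mcl-1 with rhodamine Noxa BH3 peptide and terbium anti-His antibody; 0% = Mcl-1 plus Noxa peptide wells and 100% = peptide-only wells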
Target sequence (Q07820 whole entry, looked up): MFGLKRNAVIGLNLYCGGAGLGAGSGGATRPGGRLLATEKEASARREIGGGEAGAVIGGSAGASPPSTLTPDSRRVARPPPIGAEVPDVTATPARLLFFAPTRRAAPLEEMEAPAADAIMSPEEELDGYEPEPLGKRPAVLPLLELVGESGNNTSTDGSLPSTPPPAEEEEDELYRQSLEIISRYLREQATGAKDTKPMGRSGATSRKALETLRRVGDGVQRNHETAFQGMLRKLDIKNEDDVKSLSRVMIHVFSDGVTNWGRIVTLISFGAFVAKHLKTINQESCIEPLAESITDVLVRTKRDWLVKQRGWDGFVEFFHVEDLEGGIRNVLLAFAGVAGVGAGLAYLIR
Bcl-W Bim block: disrupts Bim peptide binding to human Bcl-W; Q92843; inhibition, % at 10 µM; 0.02% of 190,000 active; bead-based flow cytometry;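 also: 0% = bound tracer without compound and 100% = peptide blocker; higher means less fluorescent Bim peptide bound to Bcl-W beads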
Target sequence (Q92843 whole entry, looked up): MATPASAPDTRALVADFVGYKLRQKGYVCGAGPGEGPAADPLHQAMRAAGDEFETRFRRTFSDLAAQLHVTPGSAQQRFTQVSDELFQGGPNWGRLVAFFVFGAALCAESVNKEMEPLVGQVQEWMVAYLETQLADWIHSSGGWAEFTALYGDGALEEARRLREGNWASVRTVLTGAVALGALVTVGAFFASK
Mcl1 Bid PPI: Mcl-1/Bid interaction inhibition | TR-FRET Mcl-1/Bid-Dy647 peptide binding, 1536-well | 0.97% of 220,000 active | inhibition, % at 21.7 µM;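 active = compounds that cut the binding signal by more than half at the single screening dose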;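 also: His-tagged Mcl-1 with europium anti-His antibody binding Bid BH3 peptide; 0% = Mcl-1 plus peptide wells and 100% = peptide-only wells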
RGS7-Gao: human RGS7-Galphao interaction regulation; AID 1439; 0.35% of 220,000 active; Multiplexed bead flow cytometry, RGS7-Galphao binding; actives lie on both sides; binding response (% of control), % at 10 µM; in the data active = binding response below about 49% or above about 150%; inconclusive = no clear call, values can overlap the other calls; inactive = in between;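 also: fluorescent Galphao held in activated GDP-AlF4 state binding bead-coupled RGS7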
RGS4-Gao reg: human RGS4-Galphao interaction regulation. Multiplexed bead flow cytometry, RGS4-Galphao binding; actives lie on both sides. binding response (% of control), % at 10 µM. 0.33% of 220,000 active; in the data active = binding response below about 49% or above about 150%; inactive = in between;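 also: fluorescent Galphao activated with aluminum fluoride binding bead-coupled RGS4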
Mcl-1 Bim block: disrupts Bim peptide binding to human Mcl-1. Bead-based flow cytometry, Bim peptide-Mcl-1 binding. inhibition, % at 10 µM. 0.1% of 190,000 active;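 also: 0% = no compound tracer wells and 100% = peptide blocker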
Bcl-XL Bim block: human Bim-Bcl-XL interaction inhibition | inhibition, % at 10 µM | AID 1007 | 0.04% of 190,000 active | Bim peptide-Bcl-XL binding, bead flow cytometry, fluorescence
Target sequence (Q07817 whole entry, looked up): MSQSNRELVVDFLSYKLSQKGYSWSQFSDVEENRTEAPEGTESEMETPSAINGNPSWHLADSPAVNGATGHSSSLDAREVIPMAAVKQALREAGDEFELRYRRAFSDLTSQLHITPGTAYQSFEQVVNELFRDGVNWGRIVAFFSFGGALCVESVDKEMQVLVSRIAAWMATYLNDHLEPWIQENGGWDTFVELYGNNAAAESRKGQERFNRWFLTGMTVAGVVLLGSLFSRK
RGS8-Gao: regulators of human RGS8-Galphao interaction; P09471; multiplexed bead flow cytometry, RGS8-Galphao binding; actives lie on both sides; response (percent of control binding), % at 10 µM; 0.34% of 220,000 active; in the data active = response below about 60% or above about 140%; inactive = in between;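 also: Galphao activated as the GDP aluminium fluoride complex binding bead-coupled RGS8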
Bcl-B Bim block: disrupts Bim peptide binding to human Bcl-B | 0.073% of 190,000 active | inhibition, % at 10 µM | Q9HD36 | bead-based flow cytometry;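 also: 0% = tracer peptide without compound and 100% = reference inhibitor peptide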
Bfl-1 Bim block: inhibitors of Bim-Bfl-1 interaction, human; inhibition, % at 10 µM; Bead-based flow cytometry, Bim-Bfl-1 binding inhibition; 0.12% of 190,000 active; AID 1008;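 also: 0% = wells without compound plus tracer and 100% = blocker peptide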
Bim-Bcl-2: human Bim-Bcl-2 interaction inhibition | P10415 | Bead-based flow cytometry, Bim peptide-Bcl-2 binding | inhibition, % at 10 µM | 0.06% of 190,000 active | AID 950; in the data active = inhibition above about 40%; inconclusive = no clear call, values can overlap the other calls;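 also: 0% = no compound wells with probe peptide and 100% = reference peptide inhibitor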
Target sequence (P10415 whole entry, looked up): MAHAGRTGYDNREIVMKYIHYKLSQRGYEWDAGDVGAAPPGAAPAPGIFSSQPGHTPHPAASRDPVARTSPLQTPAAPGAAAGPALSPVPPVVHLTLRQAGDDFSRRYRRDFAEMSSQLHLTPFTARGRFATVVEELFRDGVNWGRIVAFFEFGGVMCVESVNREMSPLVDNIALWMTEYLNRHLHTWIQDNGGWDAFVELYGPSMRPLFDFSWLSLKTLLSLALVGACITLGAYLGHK
The depositor's hits bear a star; ? = inconclusive; . = not tested or not shown. Rule as the data show it, unless noted: active = inhibition above about 40%.

SMILES	Mcl1 Noxa PPI	Bcl-W Bim block	Mcl1 Bid PPI	RGS7-Gao	RGS4-Gao reg	Mcl-1 Bim block	Bcl-XL Bim block	RGS8-Gao	Bcl-B Bim block	Bfl-1 Bim block	Bim-Bcl-2
CC[C@]12CCCN3CCc4c(n(c5ccccc45)C(=O)C1)C32 (some centres undefined)	-1	.	-17	?	99	.	.	101	.	.	.
NC1=NC(=O)/C(=C\c2ccsc2)S1	-1	-5	-9	100	99	-1	-1	99	-2	-8	-8
Cc1cccc(Nc2nnc(SCC(=O)Nc3ccccc3[N+](=O)[O-])s2)c1C	8	0	-54	100	98	-2	-4	98	-9	2	1
COCCNc1c(-c2ccc(OC)c(OC)c2)nc2ccc(Cl)cn12	24	0	-111	94	99	0	-1	90	1	1	-2
COc1ccc(CNC(=S)Nc2ccc(OC)cc2)cc1	2	-6	-78	101	100	-3	-7	103	-6	-16	-5
Cc1cccc(S(=O)(=O)C(C#N)c2nc3ccccc3nc2N2CCOCC2)c1 (centres undefined)	25	0	24	103	104	-3	-7	103	-10	-13	-8
O=C(Nc1ccc(Br)cn1)C1CCCN1S(=O)(=O)c1ccccc1 (centres undefined)	7	0	-3	95	99	0	-1	98	-1	-1	-3
COCCNC(=O)c1cc(-c2ccc(Cl)c(Cl)c2)on1	4	-1	8	98	101	-1	-5	100	-5	-14	-5
COc1cc(O)c(CC=C(C)C)c(O)c1C(=O)CCc1ccc(O)cc1	20	.	-15	?	118	.	.	102	.	.	.
CCOC(=O)COc1cccc2c(=O)n(CC(=O)N3CCCCC3)ccc12	-1	.	-13	?	100	.	.	101	.	.	.
CCCCN(C(=O)CSc1nnc(-c2ccc(OC)cc2)n1C(C)C)c1c(N)n(Cc2ccccc2)c(=O)[nH]c1=O	62*	-5	4	99	97	-5	-7	101	-13	-14	-7
COc1ccc(NS(=O)(=O)c2ccc(N3CCOCC3)c(NC(=O)c3ccc(F)cc3)c2)cc1	21	-2	11	95	99	-2	-6	100	-5	-16	-8
Oc1ccccc1CNc1nc2ccccc2n1CCN1CCCCC1	15	0	-23	107	107	0	-5	106	-4	-10	-6
CCC1=C2CC[C@H]3C(=O)N(C)C(=O)[C@H]3[C@H]2[C@@]2(Cc3ccccc3)C(=NCC(=O)OC)OC(=O)N2C1=O	-4	.	-62	?	97	.	.	98	.	.	.
CN(C)c1cc(-c2ccccc2)nc(N)n1	-2	0	-38	98	105	-3	-3	105	-5	-11	-6
Cc1cccc2[nH]c3c(=O)n(CCN4CCNCC4)cnc3c12	-15	0	-17	102	98	1	0	100	0	0	0
O=C(NCc1ccccc1)c1noc2c1CCCCC2	8	-1	-9	100	97	-3	-2	98	-11	1	0
C=CCn1c(SCC(=O)Nc2ccc(-c3nc4ccc(C)cc4s3)cc2)nnc1-c1ccncc1	63*	-3	-20	96	99	-11	-2	102	-12	-4	-11
CCCn1c(SCC(=O)N2CCCCC2)nnc1-c1ccco1	-3	-2	-21	100	97	-5	-2	100	-11	-2	-3
COc1ccc(NC(=O)c2c(-c3ccccc3Cl)noc2C)c(OC)c1	12	-1	6	100	100	-8	-7	101	-9	-18	-16
Cc1cccc2cc(CN(CC3CCCO3)C(=O)c3cccnc3)c3nnnn3c12 (centres undefined)	-12	0	-7	98	101	-2	3	104	-4	-13	-9
Cc1ccc(NC(=O)CSc2ccc3nnc(CCNC(=O)c4ccccc4)n3n2)c(C)c1	5	-3	3	97	78	-3	-6	89	-3	-11	-6
CN1CCN(CC(O)COC(c2ccccc2)c2ccccc2)CC1 (centres undefined)	6	0	-19	96	93	0	0	97	-1	-7	-2
O=C(CSc1nc2ccccc2c(=O)[nH]1)Nc1ccc(C(=O)O)cc1	17	2	-24	?	97	2	1	100	-3	-4	2
COc1cc(NC(=O)c2ccno2)cc(C(=O)Nc2cccc(C(F)(F)F)c2)c1	22	.	-10	?	112	.	.	108	.	.	.

Single records (already shown). Values in the order: Mcl1 Noxa PPI | Bcl-W Bim block | Mcl1 Bid PPI | RGS7-Gao | RGS4-Gao reg | Mcl-1 Bim block | Bcl-XL Bim block | RGS8-Gao | Bcl-B Bim block | Bfl-1 Bim block | Bim-Bcl-2
COc1cc(NC(=O)c2ccno2)cc(C(=O)Nc2cccc(C(F)(F)F)c2)c1 is listed as 22 | . | -10 | ? | 112 | . | . | 108 | . | . | .
O=C(NCc1ccccc1)c1noc2c1CCCCC2 is listed as 8 | -1 | -9 | 100 | 97 | -3 | -2 | 98 | -11 | 1 | 0
CN(C)c1cc(-c2ccccc2)nc(N)n1 is listed as -2 | 0 | -38 | 98 | 105 | -3 | -3 | 105 | -5 | -11 | -6
O=C(Nc1ccc(Br)cn1)C1CCCN1S(=O)(=O)c1ccccc1 (centres undefined) is listed as 7 | 0 | -3 | 95 | 99 | 0 | -1 | 98 | -1 | -1 | -3

More compounds follow.
SMILES	Mcl1 Noxa PPI	Bcl-W Bim block	Mcl1 Bid PPI	RGS7-Gao	RGS4-Gao reg	Mcl-1 Bim block	Bcl-XL Bim block	RGS8-Gao	Bcl-B Bim block	Bfl-1 Bim block	Bim-Bcl-2
O=C(OCC(=O)N1CCN(c2ccccc2)CC1)c1ccco1	1	-4	-25	99	101	-3	-3	101	-10	-16	-9
CN(N=Nc1cccc([N+](=O)[O-])c1)c1cccc([N+](=O)[O-])c1	20	2	-1	104	103	0	-2	102	-2	-3	0
CC(=O)C1=C(Nc2ccccc2)CC(C)(O)C(C(C)=O)C1c1ccccc1 (centres undefined)	-10	.	-14	?	94	.	.	103	.	.	.
S=C(NCc1ccccc1)N1CCc2ccccc2C1	9	1	-83	96	103	0	-1	99	-7	-4	-4
O=C(CCc1nc2ccccc2s1)NCc1ccccc1F	8	1	-66	103	101	-1	-1	99	-13	-1	0
CN(Cc1nc(-c2cccs2)no1)CC1COCCO1 (centres undefined)	3	-2	-30	91	93	-2	-5	98	-2	-3	1
N#CC(c1ccc(Cl)cc1)c1nc2ccccc2nc1C(F)(F)F (centres undefined)	-2	4	1	90	88	-1	4	94	1	-2	-3
O=C(CCS(=O)(=O)c1cccc2nonc12)NC1CCCCCC1	3	-4	-6	119	113	-1	0	105	0	0	0
COC(=O)c1cccc(Cn2c(Cl)c(/C=N/Nc3ccccc3C)sc2=O)c1	11	2	-62	101	98	0	0	102	-3	3	0
COc1ccccc1C(=O)N1CCN(C(=O)c2ccncc2)CC1	16	0	-32	97	100	0	0	101	-8	-9	-9
CC(C)(C)C1CCC(=NNS(=O)(=O)c2ccc(Br)cc2)CC1 (centres undefined)	27	-5	-3	101	96	-6	-8	102	-6	-5	3
N/C(COc1ccc(Cl)cc1Cl)=N\NS(=O)(=O)c1ccccc1	19	2	-32	99	99	3	0	100	-8	-6	-4
COC(=O)c1sccc1NC(=O)CSCCc1ccncc1	-10	0	-32	100	96	-2	-4	100	-5	-7	-2
O=C(C1=C[C@H](c2ccc3c(c2)OCO3)C[C@H](OCCCCO)O1)N1CCN(Cc2ccccc2)CC1	1	2	-12	103	102	-2	0	100	-4	-4	-4
O=C(c1cccc2ccccc12)N1CCN(c2ccc([N+](=O)[O-])c(NCc3ccco3)c2)CC1	-10	0	-19	103	106	-3	-4	104	0	0	-3
Cc1sc2nc(CSc3ccc([N+](=O)[O-])cc3)[nH]c(=O)c2c1C	35	-6	13	94	88	-2	-3	95	-12	-4	-4
COc1cccc(OC)c1C(=O)Nc1ccccc1C(=O)N1CCOCC1	-2	-2	84*	98	102	-2	-1	101	-7	-8	-6
Cc1ccc(S(=O)(=O)N(C)C)cc1NC(=O)COC(=O)/C=C/c1cnc2ccccc2n1	9	0	-5	105	99	0	-2	100	-5	-5	-1
CC12CN3CC(C)(CN(C1)C3c1cc3ccccc3[nH]1)C2=O (centres undefined)	4	-7	-18	101	99	-3	-2	103	0	4	-4
COC(=O)C1=C(CSc2nc3ccccc3o2)NC(=O)NC1c1cc(C)ccc1C (centres undefined)	18	0	-21	102	103	-1	-4	102	-4	-12	-11
CCOC(=O)C1(Cc2ccc(OC)cc2)CCN(C(=O)c2cc3ccccc3[nH]2)CC1	0	0	-25	101	93	5	0	98	1	-2	2
Cc1ccc(-n2c(Cn3cnc4ccccc43)nnc2SCC(=O)O)cc1	9	0	16	100	100	-1	-6	101	-9	-13	-10
O=C(NNc1nc2ccccc2s1)c1ccc(F)cc1	35	-2	-7	104	102	0	-1	92	-5	-13	-6
S=c1[nH]nc(-c2ccccn2)n1/N=C/c1ccccc1	28	-1	-58	110	109	0	-3	110	0	-2	-1
O=C(NCc1ccccc1)C(c1ccccc1)N(Cc1cccs1)C(=O)c1cnccn1 (centres undefined)	-10	-2	-4	101	101	-1	2	99	0	-1	-1

(next part)
SMILES	Mcl1 Noxa PPI	Bcl-W Bim block	Mcl1 Bid PPI	RGS7-Gao	RGS4-Gao reg	Mcl-1 Bim block	Bcl-XL Bim block	RGS8-Gao	Bcl-B Bim block	Bfl-1 Bim block	Bim-Bcl-2
Cc1ccc(NS(=O)(=O)c2cc3c4c(cccc4c2)C(=O)NC3=O)cc1	7	0	-31	?	98	0	2	100	2	3	0
CSc1ccccc1NC(=O)c1ccccc1C	12	2	-31	?	105	0	-1	105	-4	-5	-2
Cc1cccc(OCCC(=O)N(C)CC(=O)Nc2cccc3ccccc23)c1	-9	-6	-44	102	102	-8	-8	106	-11	-12	-8
COCCNC(=O)CCCn1c(=O)c2cc(OC)c(OC)cc2n(CC(=O)c2ccc(Cl)cc2)c1=O	18	0	0	96	99	0	4	100	4	5	1
CCn1cc(C(=O)O)c(=O)c2cnc(N3CCN(C(=S)NC(=O)c4ccccc4)CC3)nc21	-28	.	-36	?	79	.	.	95	.	.	.
CCCOc1ccc(C2/C(=C(\O)c3c(C)[nH]c(C(=O)OC)c3C)C(=O)C(=O)N2CCN(C)C)cc1 (centres undefined)	10	1	-50	100	102	-2	0	102	-1	-5	-1
Cc1ccc(C)c(S(=O)(=O)Nc2cc(SCC(=O)O)c(O)c3ccccc23)c1	79*	12	-16	84	92	4	4	73	1	23	15
COc1cc(S(=O)(=O)Nc2ccccc2C)ccc1Cl	14	-1	-32	101	102	-6	-5	101	-12	-16	-12
Cc1nc(C)c(C(=O)O)s1	3	.	-76	?	101	.	.	100	.	.	.
O=C(NC(=S)Nc1ccccc1C(=O)O)c1ccc2ccccc2c1	33	.	0	?	93	.	.	101	.	.	.
CCOC(=O)c1c(NC(=S)NC)sc2c1CC(C)(C)SC2	-11	-10	-54	96	97	-9	-9	97	-19	1	-8
Cc1cccc2c1N(CC(=O)OC(C)C)C(=O)C2=O	5	-1	-5	97	98	-1	-1	97	-1	0	-1
CCC/C=N/NC(=O)c1ccccc1O	7	3	-65	102	97	3	0	103	-1	-3	-2
CCN(CC)CCOC(=O)c1cccc2c1-c1ccccc1C2O (centres undefined)	0	.	-5	?	101	.	.	105	.	.	.
C[C@@H]1NC(=O)c2cc([N+](=O)[O-])cc(I)c2NCCCC[C@@H](C(N)=O)NC(=O)[C@H](CC(N)=O)NC1=O	28	3	-11	106	110	0	-1	126	0	5	2
Cc1ccccc1NC(=O)c1snc2c(=O)[nH]cnc12	15	0	-30	?	99	1	0	100	0	-3	0
O=S(=O)(NCCc1csc(-c2cccnc2)n1)c1cccs1	-7	1	-12	99	102	-2	-4	99	-2	-4	-3
Clc1ccc(Oc2nc3ccccc3n3cccc23)cc1	-10	-2	-1	104	104	-1	-1	107	-8	-6	-11
O=C(CSc1n[nH]c(=O)[nH]c1=O)c1ccccc1[N+](=O)[O-]	6	.	-24	?	97	.	.	99	.	.	.

Assay outcomes (PubChem)
